Screens as filed in PubChem BioAssay.
POLI inh = blocks human DNA polymerase iota activity; hit rate 1% among 390,000; Potency, µM (doses to about 115 µM), without a hit: at the highest dose activity, negative = inhibition, usual class: inhibitors; Pol iota fluorescent replication assay, 10 min
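Pol iota at 10 nM preincubated 15 min with compounds at room temperature; reaction started with fluorescent substrate, 50 nM final. Fluorescence read kinetically at 0 and 10 min; buffer-only wells as negative control.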
BLM helicase inh = Bloom syndrome helicase (human) inhibition | P54132 | recombinant BLM DNA unwinding, fluorescence dequenching | Potency, µM (highest dose often 56.1 µM), for inactives: at the highest dose activity change, negative = inhibition, actives largely listed as inhibitors | hit rate 0.2% among 350,000;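 also: plate controls were vehicle for no effect and no enzyme for full effect; nearly all actives have a fitted effect of over 35% in size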
Target sequence (P54132 whole entry, looked up): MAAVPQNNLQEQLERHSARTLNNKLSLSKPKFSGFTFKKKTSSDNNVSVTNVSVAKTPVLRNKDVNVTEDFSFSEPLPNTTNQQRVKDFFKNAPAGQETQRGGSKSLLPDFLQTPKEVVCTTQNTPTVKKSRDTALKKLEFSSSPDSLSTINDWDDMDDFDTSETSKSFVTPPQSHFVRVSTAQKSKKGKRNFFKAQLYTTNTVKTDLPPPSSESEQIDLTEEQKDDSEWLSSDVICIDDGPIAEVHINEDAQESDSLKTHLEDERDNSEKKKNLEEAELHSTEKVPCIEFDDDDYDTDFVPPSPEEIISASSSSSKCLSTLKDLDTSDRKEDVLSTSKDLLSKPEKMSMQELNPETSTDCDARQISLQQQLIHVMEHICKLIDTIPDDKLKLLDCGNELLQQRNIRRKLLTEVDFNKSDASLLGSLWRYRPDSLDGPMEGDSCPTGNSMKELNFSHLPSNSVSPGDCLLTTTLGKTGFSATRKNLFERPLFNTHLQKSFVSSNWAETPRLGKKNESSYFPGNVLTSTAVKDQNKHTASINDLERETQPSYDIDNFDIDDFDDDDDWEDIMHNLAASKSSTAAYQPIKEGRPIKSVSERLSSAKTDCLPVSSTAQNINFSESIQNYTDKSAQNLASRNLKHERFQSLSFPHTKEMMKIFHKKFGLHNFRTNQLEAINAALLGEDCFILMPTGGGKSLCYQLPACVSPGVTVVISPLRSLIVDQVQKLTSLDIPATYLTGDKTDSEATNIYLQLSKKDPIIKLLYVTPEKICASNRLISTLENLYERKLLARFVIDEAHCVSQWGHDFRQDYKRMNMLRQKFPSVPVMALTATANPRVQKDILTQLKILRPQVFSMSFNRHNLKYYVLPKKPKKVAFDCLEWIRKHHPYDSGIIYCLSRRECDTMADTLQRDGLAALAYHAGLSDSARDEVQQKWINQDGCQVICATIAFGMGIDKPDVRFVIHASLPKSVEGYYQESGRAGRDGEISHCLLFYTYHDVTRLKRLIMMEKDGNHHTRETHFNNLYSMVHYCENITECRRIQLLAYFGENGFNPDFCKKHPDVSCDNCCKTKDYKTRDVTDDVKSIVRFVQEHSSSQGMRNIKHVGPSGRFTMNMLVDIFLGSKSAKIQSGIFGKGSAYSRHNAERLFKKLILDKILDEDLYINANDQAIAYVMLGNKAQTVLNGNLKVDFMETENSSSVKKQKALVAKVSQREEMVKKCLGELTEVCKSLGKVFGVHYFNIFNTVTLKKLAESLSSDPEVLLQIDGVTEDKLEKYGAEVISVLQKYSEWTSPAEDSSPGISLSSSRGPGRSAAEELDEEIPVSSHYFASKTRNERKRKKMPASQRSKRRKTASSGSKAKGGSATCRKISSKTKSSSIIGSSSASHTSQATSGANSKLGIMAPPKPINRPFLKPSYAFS
BAZ2B inh = BAZ2B (human) inhibition; hit rate 4.4% among 360,000; Q9UIF8; AlphaScreen BAZ2B-H3K14Ac peptide displacement; Potency, µM (doses to about 114 µM), for the others: at the highest dose activity change, negative = inhibition, most hits filed as inhibitors; also: % is scaled to controls: 0 for no effect and ±100 for the full control effect; nearly all actives have a fitted effect of over 60% in size
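Multi-concentration screen (max 110 uM) measuring displacement of acetylated histone H3 peptide from BAZ2B by AlphaScreen, using 50 nM protein, 50 nM peptide and 10 ug/mL streptavidin donor plus Ni-chelate acceptor beads.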
POLK inh = DNA polymerase kappa (human) inhibition | Q9UBT6 | purified Pol kappa, fluorescent DNA synthesis assay, 10 min | Potency, µM (titrated, usually from 107 µM), for the others: at the top dose activity, negative = inhibition, hits mostly inhibitors | hit rate 0.53% among 400,000 | AID 588579; also: % is scaled to controls: 0 for no effect and ±100 for the full control effect
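Kinetic fluorescence screen: compound preincubated 15 min RT with 10 nM enzyme; 50 nM substrate (final) initiates; reads at 0/10 min.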
POLH inh = blocks human DNA polymerase eta activity; Q9Y253; AID 588591; recombinant Pol eta, fluorescent DNA replication assay; hit rate 1.2% among 390,000; Potency, µM (top dose mostly 114 µM), for the others: at the highest dose activity change, negative = inhibition, actives largely listed as inhibitors; also: % is scaled to controls: 0 for no effect and ±100 for the full control effect
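Pol eta (10 nM) was preincubated with compounds for 15 min at room temperature, after which fluorescent replication substrate (50 nM final) was added to start the reaction. Fluorescence was read kinetically at 0 and 10 min.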
POLB inh = DNA polymerase beta (human) inhibition. P06746. Pol beta primer extension/strand displacement, fluorescence kinetic. Potency, µM (series often up to 114 µM), without a hit: at the top dose activity change, negative = inhibition, hits mostly inhibitors. hit rate 1.3% among 340,000. AID 485314; also: % is scaled to controls: 0 for no effect and ±100 for the full control effect
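10 nM enzyme + cpd, 15 min RT; start with substrate 50 nM final; read 0 min and after 10 min RT. Corrected, normalized data; 4-parameter Hill curve fit.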
Anesthetic bind = candidate novel general anesthetic via apoferritin binding; apoferritin/1-aminoanthracene competitive binding, fluorescence; AID 485281; P02791; Potency, µM (titrated, usually from 77.5 µM), without a hit: at the highest dose activity change, negative = displacement, most hits filed as inhibitors; hit rate 0.074% among 350,000; also: % is scaled to controls: 0 for no effect and ±100 for the full control effect; nearly all actives have a fitted effect of over 20% in size
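Steps: apoferritin (10 uM) was premixed with half-saturated 1-AMA in PBS, compounds were pin-transferred, plates stood 10 min at room temperature, fluorescence was read at 380/535 nm, and curves were fitted with a Hill equation.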
G9a block = inhibitors of human histone lysine methyltransferase G9a | hit rate 8.8% among 350,000 | Q96KQ7 | G9a H3K9 monomethylation, AlphaScreen, 2 h | AID 504332 | Potency, µM (series often up to 102 µM), inactives show at the highest dose activity, negative = inhibition, hits mostly inhibitors; also: % is scaled to controls: 0 for no effect and ±100 for the full control effect; nearly all actives have a fitted effect of over 75% in size
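Readings reflect AlphaScreen signal from monomethyl-H3K9 antibody detection. HMT at 20 nM; substrate b-H3K9 500 nM; cofactor SAM 20 uM; 2 h RT reaction; compounds tested as titrations in qHTS with 15 min preincubation.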
APEX1 inh = APE1 (human) endonuclease inhibition | P27695 | recombinant APE1, TAMRA/BHQ-2 abasic DNA cleavage fluorescence | Potency, µM (highest dose often 65.8 µM), for the others: at the top dose activity change, negative = inhibition, most hits filed as inhibitors | hit rate 0.35% among 350,000;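 also: plate controls were vehicle for no effect and reference inhibitor for full effect; nearly all actives have a fitted effect of over 55% in size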
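Incision of a quenched TAMRA/BHQ-2 THF abasic-site duplex (50 nM) by 0.75 nM APE1, after 15 min compound preincubation, measured as fluorescence increase over three 60 s reads. Values normalized to buffer, DMSO and NSC13755 control wells.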
An asterisk follows results filed as active; u = inconclusive; x = no result given; [ ] = remark or other dose. Calls follow the shape of the dose curve; as a rule, active = well fitted curve in the direction sought with a large enough effect; inconclusive = small, poorly fitted or top-dose-only effect, or another doubt; inactive = no such curve, though single readings can be large; an effect the other way counts as inactive or inconclusive. Potency is read from the fitted curve at half-maximal effect.

canonical_smiles | POLI inh | BLM helicase inh | BAZ2B inh | POLK inh | POLH inh | POLB inh | Anesthetic bind | G9a block | APEX1 inh
O=C(CCSc1nc(-c2ccco2)cc(C(F)(F)F)n1)NCCc1ccccc1 | -4% | -4% | -5% | -4% | -17% | -3% | u | 7%[12.7 µM] | -3%
COCCCNC(=O)C[C@H]1C[C@H](C(=O)N2CCOCC2)[C@@]2(C)c3[nH]c4ccc(Cl)cc4c3CCN2C1=O | 37%[activator] | x | x | 20% | -12% | x | x | x | 29%
O=C(COc1ccccc1Cl)N1CCN(c2ccc([N+](=O)[O-])c(N3CCCCC3)c2)CC1 | 47%[activator] | -8% | u | -6% | -16% | 18% | -18% | -51% | 2%
Cc1cccc(CS(=O)(=O)Cc2ccc(C(=O)NCc3ccc(F)cc3)o2)c1 | u | 0% | 9% | -4%[60.1 µM] | -20% | 5% | -7% | 13%[59 µM] | x
O=C(COc1ccc(Br)cc1)NCCNC(=O)c1ccncc1 | 6% | 1% | -3% | -5% | -7% | 22% | 0% | 81%[activator] | 36%
O=C(NCCS(=O)(=O)N1CCCC1)c1ccccc1 | 41%[activator] | x | -5% | -5% | 5% | x | x | -28% | -4%
O=C(CSc1nnc2c(n1)[nH]c1ccccc12)NCc1ccco1 | u | -17% | u | -22% | u | u | -15% | 10µM* | -4%
COc1ccc(NC(=O)COC(=O)c2ccc(S(=O)(=O)N3CCCCCC3)cc2)c(OC)c1 | 21% | x | -3% | -6% | -18% | x | x | 0% | -7%

Going on with the list.
canonical_smiles | POLI inh | BLM helicase inh | BAZ2B inh | POLK inh | POLH inh | POLB inh | Anesthetic bind | G9a block | APEX1 inh
COc1ccc([C@@H]2[C@@H]3C(=O)N(C(C)(C)C)C(=O)[C@@H]3[C@]3(Cc4ccc(Cl)cc4)C(=O)N(c4cccc(Br)c4)C(=O)N23)cc1 | 41%[activator] | -8% | -5% | 7% | -19% | 19% | -1% | -9% | 15%
CCCCN(CC)CCOc1cccc2ccccc12 | x | x | x | 2%[19.4 µM] | x | x | -13% | 39%[59 µM] | -4%
CCc1ccc(CNC(=O)c2ccc(-n3c(C)cc4c3CCC(C)C4)cc2)cc1 (stereo unspecified) | 1% | -6% | -20% | -3% | -22% | 2% | -21% | -33%[59 µM] | x
O=C(O)CC(c1ccccc1)n1cnnn1 (stereo unspecified) | 8% | -2% | -6% | -16% | 9% | 94% | -3% | x | 14%
Cc1ccsc1/C=N/NC(=O)c1cccs1 | 103%[activator] | 5% | -2% | -4% | -11% | 9%[57.1 µM] | -16% | 12% | 5%
Cc1cc(C)c2nc(N3CCC(C(=O)NCC4CCCO4)CC3)sc2c1 (stereo unspecified) | 44%[activator] | -2% | -8% | -13% | -15% | 10% | 2% | 0% | 8%
CCCn1cnc2c(sc3nc4c(cc32)CSC(C)(C)C4)c1=O | 26% | -2% | 9% | -2% | 10% | 8% | -5% | -1% | 6%
Cc1cccc(Nc2sc(C(=O)c3cc4cc(Cl)ccc4o3)c(N)c2C#N)c1 | -4% | -9% | -3% | -10% | u | 10µM* | 2% | 0% | -1%

Next results.
canonical_smiles | POLI inh | BLM helicase inh | BAZ2B inh | POLK inh | POLH inh | POLB inh | Anesthetic bind | G9a block | APEX1 inh
CC(=O)Nc1ccc(NS(=O)(=O)c2cc(Cl)sc2Cl)cc1 | 2% | -5% | -12% | -2% | -3% | -2% | -13% | -24% | 37%
Cc1ccc(CN2CCN(CC(=O)NCc3ccccc3)CC2)cc1 | -6% | -2% | -16% | -11% | -4% | 0% | -4% | 33% | 19%
CCCOc1ccc(C2=CC(=O)C[C@H](c3ccc(OC)cc3)C2)cc1 | -1% | x | 13% | 5% | -18% | x | x | -5%[0.501 µM] | -12%
COc1ccc(CCn2c(N)cc(=O)[nH]c2=O)cc1OC | 5% | -3% | -14% | -6% | -6% | -11% | -3% | -13% | 4%
COC(C(=O)NC1CC1)c1ccccc1 (stereo unspecified) | 18% | -7% | 0% | -14% | -16% | 94% | 4% | -12% | -10%
CCc1ccccc1NC(=O)CSc1nnc([C@H](CCSC)NC(=O)OC(C)(C)C)o1 | 18% | -9% | -5% | -8% | -16% | 19% | -10% | 1%[12.7 µM] | -5%
c1ccc(-c2[nH]ncc2CN2CCc3ccccc3C2)cc1 | 160%[activator] | 1% | -23% | -7% | -16% | -5% | -19% | u | 3%
O=C1CN(C(=O)N[C@@H](Cc2ccccc2)C(=O)N[C@H](C(=O)O)c2ccccc2)c2ccccc2N1 | 47%[activator] | 0% | -4% | -5% | -19% | 3% | -8% | -25% | -4%

More records.
canonical_smiles | POLI inh | BLM helicase inh | BAZ2B inh | POLK inh | POLH inh | POLB inh | Anesthetic bind | G9a block | APEX1 inh
COC(=O)NNC(=O)C1CCC(C(=O)NNC(=O)OC)CC1 (stereo unspecified) | 115%[activator] | 3% | 3% | -9% | -1% | -7%[57.1 µM] | -1% | -3% | -3%
COc1ccc(CC(=O)OCC(=O)c2c[nH]c3ccccc23)cc1 | 16% | x | -3% | -12% | -11% | x | x | -2%[59 µM] | 41%
CCCCOc1ccc(C(=O)CCN2CCOCC2)cc1 | u | 0% | 0% | 4% | 1% | -4% | -21% | 22µM* | -2%
Cc1cc(NC(=O)COC(=O)c2ccccc2[N+](=O)[O-])no1 | 18% | 0% | -13% | 3% | -21% | 1% | -2% | -22% | -1%
Cc1[nH]c(=O)[nH]c(=O)c1/C=N/NC(=O)[C@@H](N)CC(C)C | 11% | 1% | 50µM* | 17% | -4% | u | 12% | u | 0%
CCOc1ccc(OCC)c(NC(=O)C2CCN(S(=O)(=O)c3c(C)[nH]c(=O)[nH]c3=O)CC2)c1 | 56%[activator] | -2% | -15% | -16% | -14% | 1% | -8% | -20% | 6%
Cc1ccccc1N1CCN(S(=O)(=O)c2ccc3ccccc3c2)CC1 | -29% | -8% | -10% | -15% | -17% | -4% | -16% | 15%[0.501 µM] | -22%
O=C(Nc1cccc2ccccc12)c1ccc(Br)o1 | 55%[activator] | -7% | -14% | -6% | 5% | u | -11% | -37%[12.7 µM] | -5%

Structures from the list above containing a Cl atom:
canonical_smiles | POLI inh | BLM helicase inh | BAZ2B inh | POLK inh | POLH inh | POLB inh | Anesthetic bind | G9a block | APEX1 inh
COCCCNC(=O)C[C@H]1C[C@H](C(=O)N2CCOCC2)[C@@]2(C)c3[nH]c4ccc(Cl)cc4c3CCN2C1=O | 37%[activator] | x | x | 20% | -12% | x | x | x | 29%
O=C(COc1ccccc1Cl)N1CCN(c2ccc([N+](=O)[O-])c(N3CCCCC3)c2)CC1 | 47%[activator] | -8% | u | -6% | -16% | 18% | -18% | -51% | 2%
COc1ccc([C@@H]2[C@@H]3C(=O)N(C(C)(C)C)C(=O)[C@@H]3[C@]3(Cc4ccc(Cl)cc4)C(=O)N(c4cccc(Br)c4)C(=O)N23)cc1 | 41%[activator] | -8% | -5% | 7% | -19% | 19% | -1% | -9% | 15%
Cc1cccc(Nc2sc(C(=O)c3cc4cc(Cl)ccc4o3)c(N)c2C#N)c1 | -4% | -9% | -3% | -10% | u | 10µM* | 2% | 0% | -1%
CC(=O)Nc1ccc(NS(=O)(=O)c2cc(Cl)sc2Cl)cc1 | 2% | -5% | -12% | -2% | -3% | -2% | -13% | -24% | 37%

Three of the entries above in order of the BAZ2B inh value, smallest number first:
| Molecule | POLI inh | BLM helicase inh | BAZ2B inh | POLK inh | POLH inh | Anesthetic bind | G9a block |
| --- | --- | --- | --- | --- | --- | --- | --- |
| Cc1ccccc1N1CCN(S(=O)(=O)c2ccc3ccccc3c2)CC1 | -29% | -8% | -10% | -15% | -17% | -16% | 15%[0.501 µM] |
| COc1ccc(CC(=O)OCC(=O)c2c[nH]c3ccccc23)cc1 | 16% | x | -3% | -12% | -11% | x | -2%[59 µM] |
| CCCCOc1ccc(C(=O)CCN2CCOCC2)cc1 | u | 0% | 0% | 4% | 1% | -21% | 22µM* |

Next section
canonical_smiles | POLI inh | BLM helicase inh | BAZ2B inh | POLK inh | POLH inh | POLB inh | Anesthetic bind | G9a block | APEX1 inh
CC(C)C1CCN(C(=O)C2CCC(=O)N(CCc3ccc(Cl)cc3)C2)CC1 (stereo unspecified) | 26% | -2% | -12% | -5% | -22% | 2% | -15% | 15% | 11%
CC1(C)NC(=O)N(CC(=O)N2CCN(S(=O)(=O)c3cc(Cl)ccc3Cl)CC2)C1=O | -23% | x | 0% | 0% | 2% | x | x | 32%[activator][12.7 µM] | 2%
COc1ccc(-c2c(C)nc3c(-c4ccc(F)cc4)cnn3c2N)cc1 | u | -4% | -2% | -5% | -3% | -1% | 12% | 12% | 68%[activator]
CC(C)COc1nc2ccccc2nc1N1CCN(C)CC1 | 29% | -1% | 0% | 5% | 2% | u | -7% | u | -7%
Cc1ccccc1-c1nc(CN2CCC(C(=O)NCc3ccc(F)cc3)CC2)c(C)o1 | 13% | 0% | u | -3% | -13% | 1% | -3% | -35%[59 µM] | x
CC(=O)N1CCc2cc(S(=O)(=O)NC(C(=O)Nc3nc(C)cs3)C(C)C)ccc21 (stereo unspecified) | 10% | -2% | -4% | 4% | -13% | 45% | -10% | 9%[59 µM] | 0%
CC1CCc2c(sc(NC(=O)/C=C/c3cccs3)c2C(=O)O)C1 (stereo unspecified) | u | -6% | u | 6% | -11% | 7% | -7% | u | 12µM*
O=C(CN1C(=O)c2ccc([N+](=O)[O-])cc2C1=O)NC1CCS(=O)(=O)C1 (stereo unspecified) | 15% | x | 10% | -2% | -8% | x | x | 0%[0.501 µM] | 3%

The list is partial, so the mix of outcomes need not match the whole.
